M4 PAM – CHRM4 positive allosteric modulation; P08173; CHO-K1 hM4/Gqi5, Fluo-8 calcium fluorescence, ACh EC20; 0% = ACh EC20, 100% = maximal ACh; activation, % at 3 µM; 0.4% of 360,000 active;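 active means activation above its plate's cutoff, the mean activation of sample wells plus 3 SD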; further: some results filed as inactive read as strong as hits
CHRM4 agonist – agonists of human muscarinic M4 receptor (CHRM4); P08173; CHO-K1 hM4/Gqi5, Fluo-8 calcium fluorescence; vehicle 0%, full acetylcholine response 100%; activation, % at 3 µM; 0.14% of 360,000 active; AID 624127;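 active means activation above the run mean over all test wells plus 3 SD, cut at about 32% in these data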;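 further: peak over basal fluorescence ratio per well then scaled between controls; 0% = DMSO wells and 100% = acetylcholine at EC100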
CHRM5 agonist – agonists of human muscarinic M5 receptor (CHRM5); CHO-K1 hM5 cells, Fluo-8 calcium fluorescence; 0% DMSO wells, 100% maximal acetylcholine response; activation, % at 3 µM; 0.19% of 360,000 active; AID 624037;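 active means activation above the run's mean over test compounds plus 3 SD, cut at about 23% in these data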;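 further: signal is peak over basal fluorescence ratio across the kinetic read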
Target sequence (P08912 whole entry, looked up): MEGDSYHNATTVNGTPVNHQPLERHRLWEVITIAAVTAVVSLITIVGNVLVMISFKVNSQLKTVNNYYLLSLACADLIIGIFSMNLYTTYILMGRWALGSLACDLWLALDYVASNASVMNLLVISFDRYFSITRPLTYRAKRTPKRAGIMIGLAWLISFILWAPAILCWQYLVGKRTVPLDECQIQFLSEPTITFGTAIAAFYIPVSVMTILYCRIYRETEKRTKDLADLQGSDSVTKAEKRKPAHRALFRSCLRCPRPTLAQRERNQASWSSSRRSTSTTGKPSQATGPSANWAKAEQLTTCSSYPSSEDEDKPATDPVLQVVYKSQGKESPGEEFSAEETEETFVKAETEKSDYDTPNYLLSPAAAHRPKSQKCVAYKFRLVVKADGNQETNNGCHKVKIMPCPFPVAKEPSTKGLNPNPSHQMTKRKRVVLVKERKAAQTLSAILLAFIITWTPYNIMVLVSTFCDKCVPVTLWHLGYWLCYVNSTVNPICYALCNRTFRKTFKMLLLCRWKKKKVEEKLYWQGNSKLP
M1 antag – antagonists of human M1 muscarinic receptor; P11229; CHO-K1 hM1, Fluo-8 calcium fluorescence, ACh EC80 antagonist; inhibition, % at 3 µM; 1.3% of 360,000 active; AID 588852;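 active means percent inhibition above its own plate's cutoff, namely the mean of that plate's compound wells plus 3 SD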;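 further: peak over basal fluorescence ratio during 140 s after agonist addition; 0% = ACh EC80 plus DMSO and 100% = DMSO alone without agonist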
M4 antag – blocks acetylcholine activation of human M4 receptor; 0.73% of 360,000 active; inhibition, % at 3 µM; P08173; AID 624125; CHO-hM4 cells, ACh EC80, Fluo-8 calcium fluorescence;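 active means inhibition above its plate's cutoff, the mean inhibition of sample wells plus 3 SD, cut at about 27% in these data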;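 further: 0% = acetylcholine EC80 with DMSO and 100% = DMSO without agonist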
CHRM1 PAM – positive allosteric modulators of human M1 muscarinic receptor; AID 588819; activation, % at 3 µM; 0.088% of 360,000 active; P11229; CHO-K1 hM1, Fluo-8 calcium fluorescence, ACh EC20; 0% = ACh EC20, 100% = maximal ACh; in the data active means activation above about 19%, passing the limit was not always enough
CHRM5 antagonist – antagonists of human muscarinic M5 receptor (CHRM5). inhibition, % at 3 µM. 0.59% of 360,000 active. CHO-hM5 cells, Fluo-8 calcium fluorescence, ACh EC80;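 active means inhibition above a per-plate cutoff, the mean of that plate's test compounds plus 3 SD, cut at about 27% in these data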;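 further: 0% = acetylcholine EC80 with DMSO and 100% = DMSO without agonist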
CHRM5 PAM – potentiates acetylcholine response at human M5 receptor. activation, % at 3 µM. CHO-K1 hM5, Fluo-8 calcium, ACh EC20 PAM; 0% = ACh EC20, 100% = ACh EC100. 0.3% of 360,000 active. P08912;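 active means activation above the run cutoff, the mean activation of all test compounds plus 3 SD, cut at about 18% in these data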
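System – CHO-K1 hM5 cells · Compound – 3 µM, single dose · Incubation – compound preincubation 140 s before EC20 acetylcholine addition · Technique – Fluo-8 calcium fluorescence · Measure – Max/basal fluorescence ratio as % of EC20–EC100 ACh window · Benchmarks – low control EC20 acetylcholine (0%), high control EC100 acetylcholine (100%) · Replication – singlicate, one well per test compound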
CRFBP-R2 agonist – agonists of human CRF-binding protein/CRF-R2 receptor complex; HEK293 CRF-R2/CRF-BP, calcium dye fluorescence (FLIPR); percent of saturating CRF peptide response; activation, % at 13.2 µM; 0.46% of 350,000 active; AID 588473;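 active means activation of at least 50%, plus an integration ratio under a set limit after plate pattern correction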;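 further: plate controls were neutral control wells without compound for no effect and CRF at EC100 for full effect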
Numbers without * were called inactive.

Start of the data: the first 2 compounds (preview)
M4 antag | CHRM5 antagonist | M4 PAM | CHRM4 agonist | CHRM5 PAM | CRFBP-R2 agonist | CHRM5 agonist | CHRM1 PAM | Molecule | M1 antag
-8.0 | 5.7 | 0.6 | -1.1 | -1.9 | -0.5 | -3.2 | 8.1 | Cc1ccc(CC(=O)Nc2nc3ccccc3s2)cc1 | -25.0
2.1 | -1.9 | 3.0 | -0.1 | 9.0 | 0.9 | -4.0 | 6.8 | CCCCn1nnnc1SCC(=O)N1CCN(C(=O)c2ccco2)CC1 | -13.8

All compounds of this part (from the top)
M4 antag | CHRM5 antagonist | M4 PAM | CHRM4 agonist | CHRM5 PAM | CRFBP-R2 agonist | CHRM5 agonist | CHRM1 PAM | Molecule | M1 antag
-8.0 | 5.7 | 0.6 | -1.1 | -1.9 | -0.5 | -3.2 | 8.1 | Cc1ccc(CC(=O)Nc2nc3ccccc3s2)cc1 | -25.0
2.1 | -1.9 | 3.0 | -0.1 | 9.0 | 0.9 | -4.0 | 6.8 | CCCCn1nnnc1SCC(=O)N1CCN(C(=O)c2ccco2)CC1 | -13.8
-4.3 | 8.2 | 1.1 | -1.1 | -3.7 | -0.1 | -1.6 | 9.8 | O=C(Nc1ccccc1Oc1ccsc1C(=O)O)c1ccccc1F | -2.4
9.3 | -1.4 | -3.7 | 0.5 | 1.3 | -2.6 | -8.3 | 4.9 | CC(=O)c1cc2cc(O)ccc2o1 | -4.2
10.8 | -4.8 | 11.4 | -0.2 | 1.7 | 0.6 | 0.4 | 4.2 | Cc1ccc(C)c(NC(=O)CSc2nnc(-c3ccccc3C)o2)c1 | 0.5
3.5 | -5.9 | -1.7 | 0.4 | 12.9 | 1.2 | 6.2 | 13.0 | CC(C)(/C=N/O)/[N+]([O-])=C/c1ccccc1 | -11.3
11.7 | -0.1 | 4.8 | 0.8 | 8.3 | -0.1 | -1.9 | 5.8 | Cc1cc(C)n(C(C)CC(=O)Nc2ccc3c(c2)OCCO3)n1 (stereo not drawn) | -5.3
11.8 | 10.1 | -6.7 | 4.4 | -6.7 | -1.2 | -2.7 | -5.3 | CCOC(=O)c1c(C)[nH]c(C)c1C(=O)COC(=O)c1cc(OC)cc(OC)c1 | 5.1
-15.8 | 5.6 | 11.8 | 1.1 | -0.1 | -1.2 | -2.5 | 7.5 | O=C(NCC(O)c1ccccc1)c1cccs1 (stereo not drawn) | -12.5
9.8 | 4.6 | -3.4 | 0.2 | -0.9 | -0.9 | 1.5 | 11.6 | COc1ccc(NC(=O)Cc2c(O)c3ccccc3[nH]c2=O)cc1 | -9.6
-5.5 | 6.4 | -1.4 | 0.5 | 2.6 | 0.5 | 0.0 | -2.2 | Cc1cn2c(-c3cccnc3)nnc2s1 | 5.1
-1.7 | -2.6 | 11.7 | -1.0 | 0.9 | -3.4 | 0.1 | 13.7 | Cc1ccc(N2CC(C(=O)OCc3ccccc3)CC2=O)cc1 (stereo not drawn) | -16.4
-3.1 | 5.6 | 15.0 | -1.2 | -0.2 | -0.2 | -0.4 | 7.5 | Cn1nc(C(=O)NC(C)(C)C)c2ccccc21 | -7.4
-1.1 | 5.8 | 0.6 | 0.7 | -0.3 | 2.4 | -3.7 | 4.7 | Cc1ccc(S(=O)(=O)NC2CC3CCC2C3)cc1 (stereo not drawn) | 1.4
-2.6 | 6.0 | 1.9 | 0.6 | 0.7 | 0.4 | 3.3 | 6.5 | Cc1ccccc1OCCC(=O)N(CC(C)C)c1c(N)n(Cc2ccccc2)c(=O)[nH]c1=O | -5.3
-7.2 | -5.8 | -2.9 | -0.1 | -2.0 | -0.5 | -0.3 | -0.7 | CCCn1c(CN(Cc2ccccc2)Cc2ccccc2)nc2c1c(=O)n(C)c(=O)n2C | -12.8

A second format for 15 compounds above:
| M4 antag | CHRM5 antagonist | M4 PAM | CHRM4 agonist | CHRM5 PAM | CRFBP-R2 agonist | CHRM5 agonist | CHRM1 PAM | M1 antag | mol |
| --- | --- | --- | --- | --- | --- | --- | --- | --- | --- |
| 2.1 | -1.9 | 3.0 | -0.1 | 9.0 | 0.9 | -4.0 | 6.8 | -13.8 | CCCCn1nnnc1SCC(=O)N1CCN(C(=O)c2ccco2)CC1 |
| -4.3 | 8.2 | 1.1 | -1.1 | -3.7 | -0.1 | -1.6 | 9.8 | -2.4 | O=C(Nc1ccccc1Oc1ccsc1C(=O)O)c1ccccc1F |
| 9.3 | -1.4 | -3.7 | 0.5 | 1.3 | -2.6 | -8.3 | 4.9 | -4.2 | CC(=O)c1cc2cc(O)ccc2o1 |
| 10.8 | -4.8 | 11.4 | -0.2 | 1.7 | 0.6 | 0.4 | 4.2 | 0.5 | Cc1ccc(C)c(NC(=O)CSc2nnc(-c3ccccc3C)o2)c1 |
| 3.5 | -5.9 | -1.7 | 0.4 | 12.9 | 1.2 | 6.2 | 13.0 | -11.3 | CC(C)(/C=N/O)/[N+]([O-])=C/c1ccccc1 |
| 11.7 | -0.1 | 4.8 | 0.8 | 8.3 | -0.1 | -1.9 | 5.8 | -5.3 | Cc1cc(C)n(C(C)CC(=O)Nc2ccc3c(c2)OCCO3)n1 (stereo not drawn) |
| 11.8 | 10.1 | -6.7 | 4.4 | -6.7 | -1.2 | -2.7 | -5.3 | 5.1 | CCOC(=O)c1c(C)[nH]c(C)c1C(=O)COC(=O)c1cc(OC)cc(OC)c1 |
| -15.8 | 5.6 | 11.8 | 1.1 | -0.1 | -1.2 | -2.5 | 7.5 | -12.5 | O=C(NCC(O)c1ccccc1)c1cccs1 (stereo not drawn) |
| 9.8 | 4.6 | -3.4 | 0.2 | -0.9 | -0.9 | 1.5 | 11.6 | -9.6 | COc1ccc(NC(=O)Cc2c(O)c3ccccc3[nH]c2=O)cc1 |
| -5.5 | 6.4 | -1.4 | 0.5 | 2.6 | 0.5 | 0.0 | -2.2 | 5.1 | Cc1cn2c(-c3cccnc3)nnc2s1 |
| -1.7 | -2.6 | 11.7 | -1.0 | 0.9 | -3.4 | 0.1 | 13.7 | -16.4 | Cc1ccc(N2CC(C(=O)OCc3ccccc3)CC2=O)cc1 (stereo not drawn) |
| -3.1 | 5.6 | 15.0 | -1.2 | -0.2 | -0.2 | -0.4 | 7.5 | -7.4 | Cn1nc(C(=O)NC(C)(C)C)c2ccccc21 |
| -1.1 | 5.8 | 0.6 | 0.7 | -0.3 | 2.4 | -3.7 | 4.7 | 1.4 | Cc1ccc(S(=O)(=O)NC2CC3CCC2C3)cc1 (stereo not drawn) |
| -2.6 | 6.0 | 1.9 | 0.6 | 0.7 | 0.4 | 3.3 | 6.5 | -5.3 | Cc1ccccc1OCCC(=O)N(CC(C)C)c1c(N)n(Cc2ccccc2)c(=O)[nH]c1=O |
| -7.2 | -5.8 | -2.9 | -0.1 | -2.0 | -0.5 | -0.3 | -0.7 | -12.8 | CCCn1c(CN(Cc2ccccc2)Cc2ccccc2)nc2c1c(=O)n(C)c(=O)n2C |

Next part
M4 antag | CHRM5 antagonist | M4 PAM | CHRM4 agonist | CHRM5 PAM | CRFBP-R2 agonist | CHRM5 agonist | CHRM1 PAM | Molecule | M1 antag
-0.4 | 9.4 | 2.7 | 2.4 | 4.1 | -1.0 | 2.2 | 9.3 | O=C(CCc1nnc(Cc2ccc(-c3ccccc3)cc2)o1)NCC1CC1 | 0.6
-5.2 | -9.8 | 3.9 | 3.2 | 1.8 | -1.2 | -2.2 | 10.8 | CCS(=O)(=O)N1CCN(S(=O)(=O)c2ccccc2[N+](=O)[O-])CC1 | -3.3
-18.3 | -4.5 | -7.2 | 1.3 | 2.2 | -3.3 | -5.5 | 0.3 | CCC(C(=O)OCC(=O)NC(=O)NC(C)(C)C)c1ccccc1 (stereo not drawn) | -3.5
-4.3 | 8.4 | 2.7 | -0.9 | 1.5 | 3.8 | 6.0 | -7.0 | CCc1ccccc1OCC(=O)Nc1nnc(C2CC2)s1 | 4.2
2.8 | 1.9 | -1.7 | 0.9 | 5.1 | -0.5 | -0.9 | 3.7 | Cc1ccc2c(CN3CCC(C(N)=O)CC3)cc(=O)oc2c1C | -4.5
-0.8 | 0.5 | -1.2 | 1.0 | -2.3 | 3.0 | 3.0 | 1.7 | CCC(C)NC(=O)c1ccc(NC(=O)CC2SC(N3CCCCC3)=NC2=O)cc1 (stereo not drawn) | -2.0
1.2 | -2.1 | -4.2 | -0.4 | -2.1 | 4.1 | -3.8 | 4.6 | O=C(c1cc(-c2ccccc2)on1)N1CCc2ccccc2C1 | -4.5
-20.7 | 2.4 | -3.5 | 1.9 | 3.9 | -1.0 | -3.9 | 5.6 | COc1ccc(NC(=O)CCNC(=O)c2ccco2)cc1Cl | -11.2
0.5 | -8.2 | 8.8 | 1.2 | 8.6 | 4.0 | -6.8 | 4.6 | CCOC(=O)CSC1=C(C#N)C(c2ccccc2C)C2=C(CCCC2=O)N1 (stereo not drawn) | -12.7
